CHO-K1 Ca antag: nonselective inhibitor or artifact in parental CHO-K1 cells; ATP-induced calcium, Fluo-8 fluorescence; inhibition, % at 3 µM; 360,000 compounds, 0.6% hits; AID 602250;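 active means inhibition above a per-plate cutoff, the plate's mean sample inhibition plus 3 SD, cut at about 24% in these data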;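 further: 0% = DMSO plus EC80 ATP and 100% = DMSO alone without ATP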
M1 antag: antagonists of human M1 muscarinic receptor; P11229; CHO-K1 hM1, Fluo-8 calcium fluorescence, ACh EC80 antagonist; inhibition, % at 3 µM; 360,000 compounds, 1.3% hits; AID 588852;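 active means percent inhibition above its own plate's cutoff, namely the mean of that plate's compound wells plus 3 SD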;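 further: peak over basal fluorescence ratio during 140 s after agonist addition; 0% = ACh EC80 plus DMSO and 100% = DMSO alone without agonist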
Target sequence (P11229 whole entry, looked up): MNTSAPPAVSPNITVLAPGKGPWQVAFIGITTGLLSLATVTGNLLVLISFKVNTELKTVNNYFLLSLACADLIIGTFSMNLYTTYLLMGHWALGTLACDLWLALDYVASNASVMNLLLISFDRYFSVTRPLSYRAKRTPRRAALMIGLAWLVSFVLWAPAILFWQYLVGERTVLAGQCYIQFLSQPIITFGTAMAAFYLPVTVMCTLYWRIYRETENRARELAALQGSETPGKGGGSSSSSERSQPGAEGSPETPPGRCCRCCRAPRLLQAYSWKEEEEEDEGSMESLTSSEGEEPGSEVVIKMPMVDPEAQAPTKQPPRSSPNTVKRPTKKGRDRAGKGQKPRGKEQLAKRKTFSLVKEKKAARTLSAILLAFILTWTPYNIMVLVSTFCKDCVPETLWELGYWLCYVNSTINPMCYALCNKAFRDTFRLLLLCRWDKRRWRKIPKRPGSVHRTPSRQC
TAAR1 agonist: agonists of human TAAR1. Q96RJ0. CHO RD-HGA16 TAAR1, Fluo-8 calcium fluorescence; vehicle wells 0%, saturating PEA agonist 100%. activation, % at 3 µM. 360,000 compounds, 0.99% hits. AID 624467;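 active means activation above the mean activation of all test compounds in the run plus 3 SD, cut at about 38% in these data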
Target sequence (Q96RJ0 whole entry, looked up): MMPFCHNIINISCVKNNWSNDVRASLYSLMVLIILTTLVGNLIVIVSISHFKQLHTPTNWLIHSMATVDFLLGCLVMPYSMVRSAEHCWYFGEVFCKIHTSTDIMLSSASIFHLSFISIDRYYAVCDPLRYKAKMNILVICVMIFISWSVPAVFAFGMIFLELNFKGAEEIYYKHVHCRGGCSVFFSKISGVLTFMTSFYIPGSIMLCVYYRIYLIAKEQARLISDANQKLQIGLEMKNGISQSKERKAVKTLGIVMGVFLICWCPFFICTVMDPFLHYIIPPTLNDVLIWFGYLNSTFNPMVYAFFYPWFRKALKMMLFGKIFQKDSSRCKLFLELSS
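test system = CHO RD-HGA16 cells carrying human TAAR1 plus Gα16 | schedule = 17-24 h seeding, 75 min 37 °C dye, 30 min RT | compound dosing = 3 µM single concentration | control set = DMSO and PEA EC100 | replicates = n 1 | signal = Fluo-8 fluorescence, 5 s baseline then 140 s kinetic read | measure = percent activation vs PEA EC100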
M1 ag parental: nonselective activator or artifact in parental CHO-K1 cells | Fluo-8 calcium fluorescence; scaled to maximal ATP response, vehicle zero | activation, % at 3 µM | 360,000 compounds, 0.48% hits | AID 602248; in the data active means activation above about 15%;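 further: untransfected CHO-K1 host cells lacking M1 receptor as counterscreen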
M1 PAM parental: M1 PAM counterscreen hit in parental CHO-K1 cells. ATP EC20, Fluo-8 calcium fluorescence; 0% at ATP EC20, 100% at ATP max. activation, % at 3 µM. 360,000 compounds, 0.02% hits. AID 602247;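 active means activation above the run cutoff, the mean activation of all test compounds plus 3 SD, cut at about 40% in these data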;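 further: peak over basal fluorescence ratio in a 140 s read after ATP addition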
TAAR1 antag: human TAAR1 antagonism; Q96RJ0; AID 624466; CHO RD-HGA16 TAAR1, Fluo-8 calcium fluorescence, antagonist; 360,000 compounds, 1.5% hits; inhibition, % at 3 µM;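 active means inhibition above a per-plate cutoff, the mean inhibition of test compounds on that plate plus 3 SD, cut at about 49% in these data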;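 further: 0% = DMSO plus EC80 beta-PEA response and 100% = DMSO alone without agonist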
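System: RD-HGA16 CHO cells with stable hTAAR1 and Gα16 | Probe or stimulus: EC80 β-phenethylamine stimulus | Dosing: 3 µM, single point | Times: Dye loading 75 min at 37 °C, then 30 min room temperature | Measured by: Fluo-8 calcium-sensitive fluorescence | Read-out basis: % inhibition of agonist calcium response | Replicates: n of 1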
M1 PAM: potentiates human M1 receptor response to acetylcholine | activation, % at 3 µM | 360,000 compounds, 0.088% hits | CHO-K1 hM1, Fluo-8 calcium fluorescence, ACh EC20; 0% = ACh EC20, 100% = maximal ACh | P11229; in the data active means activation above about 19%, passing the limit was not always enough
CHO parental Ca: counter-screen: ATP calcium response change in parental CHO cells; parental CHO-K1, ATP-induced calcium, Fluo-8 fluorescence; inhibition, % at 5.6 µM; 330,000 compounds, 0.63% hits; AID 463079;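 active means inhibition above that plate's mean sample inhibition plus 3 SD, cut at about 26% in these data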;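 further: 0% = ATP-challenged DMSO wells and 100% = DMSO wells without ATP; some compounds past the cut are filed as inactive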
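Assay system – parental CHO cells · Reagent – ATP stimulus · Detection – intracellular calcium via Fluo-8 no-wash fluorescent dye · Evaluation – percent inhibition of ATP-evoked calcium rise, normalized to controls · Controls – ATP wells versus no-ATP DMSO wells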
CHRM1 agonist: human M1 muscarinic receptor agonism; P11229; CHO-K1 hM1, Fluo-8 calcium fluorescence, agonist mode; 0% DMSO, 100% acetylcholine EC100; activation, % at 3 µM; 360,000 compounds, 0.33% hits; AID 588814;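 active means activation above the run's mean compound activation plus 3 SD, cut at about 16% in these data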;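 further: peak over basal fluorescence ratio within a 140 s kinetic read after compound addition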
* hit, by the source's call; x = not tested or not shown.

SMILES	CHO-K1 Ca antag	M1 antag	TAAR1 agonist	M1 ag parental	M1 PAM parental	TAAR1 antag	M1 PAM	CHO parental Ca	CHRM1 agonist
CCOC(=O)Cn1c2ccc(F)cc2c2nc(C)sc21	-5	17	0	5.1	7	-20	-3	-10	-5
Cc1ccc(S(=O)(=O)NC23CC4CC(CC(C4)C2)C3)cc1	-12	8	-2	-0.7	-5	23	10	-15	-2
COc1ccc(C23NCCN2C(=O)c2ccccc23)cc1 (stereo not given)	0	-4	4	0.3	-6	-19	-2	-11	-6
Cc1ccc(CS(=O)Cc2ccc(C(=O)NCCCc3ccccc3)o2)cc1 (stereo not given)	-8	-8	1	1.2	-9	-22	5	x	3
CC1(C)C2(C#N)C(N)=NC3(OCCO3)C12C#N (stereo not given)	-11	-5	8	0.4	14	1	4	3	-2
O=C(COc1cc2oc(=O)c3c(c2cc1Cl)CCC3)Nc1ccc(CN2CCOCC2)cc1	-6	-11	4	0.5	-1	-14	19	-5	1
CCOC(=O)CSc1ccc(S(=O)(=O)N(CC)CC)cc1[N+](=O)[O-]	1	1	7	0.4	9	7	2	-21	-5
COc1cccc(NCc2cc(=O)oc3cc(-c4ccccc4)c(O)cc23)c1	-3	-6	0	1.0	13	17	2	4	-6
COc1ccc(/C=C2/C(=O)N(c3c(F)c(F)c(F)c(F)c3F)N=C2C)cc1	8	0	42*	0.1	-23	27	6	5	5
O=C(c1ccccc1Cl)N(C(=O)c1ccccc1Cl)c1nccc(-c2cccs2)n1	-2	3	12	-0.3	7	-7	0	-5	-3
COc1cc(/C=N/Nc2nc3ccccc3s2)ccc1OC(=O)c1ccccc1F	-10	2	1	1.0	17	47	-1	-8	-6
O=C(COC(=O)/C=C/c1ccc2c(c1)OCO2)NC1CCS(=O)(=O)C1 (stereo not given)	-11	-23	2	0.3	-2	7	4	-1	-3
CCOC(=O)C1C(C(=O)OC)=C(c2ccc(OC)cc2)c2ccc(OC)cc2N1S(=O)(=O)C(F)(F)F (stereo not given)	-8	-13	x	1.7	0	x	1	-20	-1
O=C(NCc1ccccn1)c1cccc(NS(=O)(=O)c2cccc(F)c2)c1	7	3	3	0.6	-4	12	0	-11	-4
COc1ccc2c(=O)c(C(=O)NCCc3ccc(OC)c(OC)c3)c[nH]c2c1	2	-1	5	0.8	9	-1	6	-22	2
CCN(CC)CCCNC(=S)N(CCCO)Cc1cc2cc3c(cc2[nH]c1=O)OCO3	10	10	6	-0.2	-21	-15	-10	1	-9
Cc1c(NS(=O)(=O)c2cc(C(=O)NCCN(C)C)ccc2Cl)c(=O)n(-c2ccccc2)n1C	-6	-16	3	0.8	9	-10	12	-5	0
O=C(c1nsnc1-c1ccccc1O)N1CCCCC1	3	-1	10	-0.2	-3	-19	-1	-7	-2
CC(C)(C)NC1=NCCNC(c2ccccc2)=C1	-2	-1	1	-0.4	-1	-15	-2	x	-7
O=C(NNc1ccc([N+](=O)[O-])cc1[N+](=O)[O-])c1ccco1	4	6	x	8.2	-5	x	-4	-7	4
CCOC(=O)C1C(=O)CC(C)(O)C(C(=O)OCC)C1c1ccc2c(c1)OCO2 (stereo not given)	8	-22	8	-0.6	-5	-7	2	-10	0
Cc1cc(-c2nc3c4c5c(sc4[nH]c(=O)n3n2)CCC5)c(C)o1	-3	-26	x	0.5	19	x	5	-2	-2
COc1ccc(N2C(=O)C(Cl)=C(Nc3ccccc3OC)C2=O)cc1	-11	-3	-2	2.7	23	-16	4	-16	-7
CCOc1ccc(N2CC(C(=O)NCCN3C(=O)S/C(=C\c4ccc(OC)cc4)C3=O)CC2=O)cc1 (stereo not given)	-11	-11	1	0.2	18	-29	5	-32	-5
COc1ccccc1NC(=O)N1CCCC1C(=O)NCc1ccccc1F (stereo not given)	1	6	1	0.1	-1	3	1	-5	-1
COc1ccc(C(=O)NC(=S)NNC(=O)c2ccc3ccccc3n2)cc1	18	0	51*	-0.6	-29	-16	1	-4	3
Cc1ccc(S(=O)(=O)N(C)c2ccc(OCC(=O)OCc3c(C)noc3C)cc2)cc1	-6	-5	5	1.8	13	15	5	-19	-2
CC(C)(C)n1nc(Cc2cccc3ccccc23)c2c(N)ncnc21	-3	5	27	0.1	0	7	1	-20	0
Cc1cc(C(=O)CSc2nc3ccccc3o2)c(C)n1CC1CCCO1 (stereo not given)	-7	1	13	3.5	3	33	-1	32	2
Cc1cc(C)c(S(=O)(=O)NCc2ccccn2)cc1C	-9	-9	1	0.1	-6	-7	13	-5	4
CCOC(=O)C1=C(C)N(CC(C)C)C(=O)/C1=C\c1ccc(OCC(=O)Nc2ccccc2)cc1	-1	34*	6	1.2	13	27	-20	-19	-4
Cc1nc(CSc2nnc(Nc3cccc(C)c3C)s2)cs1	1	8	0	0.8	7	11	-2	-19	-8
COc1ccccc1NC(=O)Cn1c2ccc(F)cc2c2nc3n(c(=O)c21)CCS3	-8	-7	4	2.7	17	-2	8	-14	-5
Clc1ccc(C2CC(c3cccs3)n3ncnc3N2)cc1Cl (stereo not given)	-5	0	15	2.6	21	21	2	-17	-2
Cc1cc(C(=O)NNC(=O)c2nn(C)c(=O)c3ccccc23)c(C)o1	-14	-7	3	1.1	23	-4	9	-9	-4
CCOC(=O)c1c(C)[nH]c(C(=O)COC(=O)CNC(=O)c2ccccc2Cl)c1C	-3	-13	2	0.7	-6	9	9	-16	-1
CCCc1ccc(C(=O)O/N=C(\N)c2ccccn2)cc1	-7	-12	-1	0.4	-4	-8	3	-18	-3
CN1CCc2c(sc3c2c(=O)n(-c2ccc(Cl)cc2)c2nncn32)C1	2	1	0	0.6	7	0	4	-1	-3
COc1ccc(CCNC(=O)C2CC(=O)N(C3CCCCC3)C2)cc1OC (stereo not given)	-13	-13	0	0.0	1	-36	12	-12	-2
CCn1c(-c2cc(Br)ccc2O)n[nH]c1=S	-14	-4	7	1.3	16	-9	12	-14	-3
Cn1c(-c2c(N)n(CCCc3ccccc3)c3nc4ccccc4nc23)nc2ccccc21	-4	19	x	-0.4	12	x	-8	x	-1
Cc1nc(Cl)c(C(=O)NCc2ccccc2)c(C)c1Cl	5	4	2	0.1	-7	-16	2	-13	-8
COc1ccc(CN2CC(C(=O)NCCCN3CCCCC3)CC2=O)cc1 (stereo not given)	1	0	1	-0.1	0	-29	-2	-6	-11
Fc1cccc(CSc2ccc(-c3ccc4c(c3)OCO4)nn2)c1	-9	-5	2	0.4	18	28	2	-17	-5
COc1ccc(S(=O)(=O)N(C)C)cc1NC(=O)CCCSc1ccccc1	-9	-4	-3	3.8	0	-12	4	-16	-4
Cc1cccc(CC2S/C(=N/c3cccc(C)n3)NC2=O)c1 (stereo not given)	-14	-3	0	-0.1	13	-11	5	-22	-2
COc1cc2c(cc1OC)CN(C(=O)CN1CCN(S(=O)(=O)c3ccccc3Br)CC1)CC2	-21	-9	5	3.2	16	-29	2	-25	-4
O=C(NNC(=O)C1CCN(C(=O)Nc2ccccc2)CC1)c1ccc([N+](=O)[O-])cc1	-1	3	1	-0.5	9	-18	6	-5	0
COc1ccc(OC)c(S(=O)(=O)N2CCCC2C(=O)NC(C)c2ccccc2)c1 (stereo not given)	-10	-9	2	0.8	20	-4	8	9	-4
Clc1ccc(-c2csc(Nc3ccccc3)[n+]2Cc2ccco2)c(Cl)c1	-14	6	-1	0.0	3	30	-2	x	-2

Fetched by compound from above (three):
SMILES	CHO-K1 Ca antag	M1 antag	TAAR1 agonist	M1 ag parental	M1 PAM parental	TAAR1 antag	M1 PAM	CHO parental Ca	CHRM1 agonist
O=C(COC(=O)/C=C/c1ccc2c(c1)OCO2)NC1CCS(=O)(=O)C1 (stereo not given)	-11	-23	2	0.3	-2	7	4	-1	-3
COc1ccccc1NC(=O)N1CCCC1C(=O)NCc1ccccc1F (stereo not given)	1	6	1	0.1	-1	3	1	-5	-1
Cc1c(NS(=O)(=O)c2cc(C(=O)NCCN(C)C)ccc2Cl)c(=O)n(-c2ccccc2)n1C	-6	-16	3	0.8	9	-10	12	-5	0

Additional results.
SMILES	CHO-K1 Ca antag	M1 antag	TAAR1 agonist	M1 ag parental	M1 PAM parental	TAAR1 antag	M1 PAM	CHO parental Ca	CHRM1 agonist
CC/C(=N\NC(=O)c1cc(C)oc1C)c1ccc(OC(F)F)cc1	0	-6	1	0.0	-13	5	11	x	1
C#CCN(C[C@H]1[C@H](OC(=O)NCc2ccccc2)[C@H](OC(=O)NCc2ccccc2)C[C@@H](C(=O)OC)[C@H]1C(=O)OC)S(=O)(=O)c1ccc(C)cc1	38*	-4	2	0.5	-7	6	10	x	1
CCOc1ccc(C(=O)N2CCN=C2SC)cc1OCC	1	-1	3	-0.1	-6	12	4	-19	-1
Cc1cc(C)cc(NC(=S)N2CCC(N(C)CC3CCCO3)CC2)c1 (stereo not given)	-2	-3	5	0.3	-5	-8	2	-23	-4
CCCCN(C)C(=O)CCC(=O)Nc1ccc2nc(N3CCN(C)CC3)cc(C)c2c1	7	-4	5	0.9	-23	-17	7	-1	-4
Cc1ccc(NC(=O)C2(c3ccccc3)CCOCC2)cc1	-5	-3	3	0.9	12	9	13	-18	-13
COc1ccccc1CCNC(=O)c1cc(-c2ccncc2)nc2ccc(Br)cc12	-4	-11	1	0.2	1	8	5	x	1
CC(C)OCCCn1c(=O)c2ccccc2n2c(CCC(=O)O)nnc12	1	-7	-1	0.4	2	5	16	4	1
CCCn1nnc(NC(=O)c2ccccc2Cl)n1	-5	-9	2	0.6	22	-6	5	1	-6
O=[N+]([O-])c1cccc(-c2ccc(CN3CCN(c4ccccc4)CC3)o2)c1	-11	-8	3	2.3	25	-5	-2	-10	-9
CCOCc1c(C(=O)OCC(=O)/C(C#N)=C(\C)N)oc2ccccc12	-8	-1	9	1.6	17	-1	8	-9	-3
CN(C)CCCN(Cc1ccc2c(c1)OCO2)C(=O)NC1CCCCC1	5	14	1	0.4	-11	-39	-3	-12	-8
C=CC(C)(C)c1c2occc2c(O)c2ccc(=O)oc12	7	5	8	3.2	-10	-1	-5	2	-1
CC(NC(=O)CNC(=O)C1CCCCC1)c1ccc(S(N)(=O)=O)cc1 (stereo not given)	-9	-20	-3	0.1	-1	3	9	-5	-4
CSc1nncc(/C(C)=N\Nc2cccc(C)c2)n1	1	-5	1	-0.1	12	13	3	-14	-4
COc1cc(OC)c(C(=O)NCC2CCCO2)cc1OC (stereo not given)	-6	-18	1	0.5	29	-15	12	-6	-4
N#Cc1ccccc1S(=O)(=O)N1CCN(C(=O)CCNS(=O)(=O)c2ccc(Cl)cc2)CC1	-21	5	15	5.9	8	11	-7	x	-5
O=C(Cn1nc(-c2ccc(Cl)cc2)c2ccccc2c1=O)NN1CCOCC1	-11	-25	0	-0.4	11	-5	13	-30	-6
Cc1ccc(OCCNS(=O)(=O)c2ccc(N3CCCC3=O)cc2)cc1C	12	14	8	11	7	-15	-3	9	8
